# TCR activator = T cell receptor activation. primary human leukocytes, anti-CD3, IL-2 HTRF, 48 h. Potency, µM (top dose mostly 9.22 µM), inactives show top-dose activation of IL-2 secretion, hits mostly activators. 330,000 tested, under 10 active. AID 504894; further: % of control where 0% means no effect
#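 Primary human leukocytes incubated 48 hr with anti-CD3 beads plus compound, without co-stimulation. Secreted IL-2 measured by HTRF (europium cryptate/d2 anti-IL-2 pair, 320 nm excitation, 665 nm emission).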
# ASM inhibitor = inhibitors of human secretory acid sphingomyelinase. P17405. placental ASM, HMU-PC fluorogenic substrate, 60 min. Potency, µM (highest dose often 57.5 µM), inactives show top-dose activity change, negative = inhibition, hits mostly inhibitors. 340,000 tested, 0.006% active; further: potency means the concentration at half of the fitted maximal effect
#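 HMU-PC0 cleavage (9 uM final) by human placental ASM, 60 min at 37 °C following 10 min compound exposure at RT; stopped at pH 10, fluorescence Ex 386/Em 447 nm.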
# MBNL1 CUG block = blocks human MBNL1 binding to CUG repeat RNA | Q9NR56 | TR-FRET MBNL1-His/biotin-(CUG)12 binding, 665/545 ratio | Potency, µM (titrated, usually from 57.5 µM), for inactives: at the highest dose activity change, negative = inhibition, actives largely listed as inhibitors | 280,000 tested, 0.036% active; active means well fitted inhibition curve with a large enough effect in the signal ratio, with a control signal flat, not every such curve was filed as active; inconclusive means small, poorly fitted or top-dose-only effect, or effect the other way, or a change in a side signal; inactive means no such curve, though single readings can be large or run the other way; the % refers to the signal ratio; further: potency means the concentration at half of the fitted maximal effect; on the % scale 0 is the no-effect control and ±100 the full control effect
# Target sequence (Q9NR56 whole entry, looked up): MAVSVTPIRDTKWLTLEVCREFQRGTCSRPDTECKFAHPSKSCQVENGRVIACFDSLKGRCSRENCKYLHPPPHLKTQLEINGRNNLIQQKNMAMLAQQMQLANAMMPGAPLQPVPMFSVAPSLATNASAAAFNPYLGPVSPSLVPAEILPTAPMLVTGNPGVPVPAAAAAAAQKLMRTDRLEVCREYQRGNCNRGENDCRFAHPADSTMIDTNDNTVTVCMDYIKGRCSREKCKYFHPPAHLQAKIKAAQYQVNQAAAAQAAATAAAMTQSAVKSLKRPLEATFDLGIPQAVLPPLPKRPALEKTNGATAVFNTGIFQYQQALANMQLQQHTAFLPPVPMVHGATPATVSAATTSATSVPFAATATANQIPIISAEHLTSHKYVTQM
#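 His-tagged MBNL1 binding to biotinylated (CUG)12 RNA was measured by TR-FRET using terbium anti-His antibody (0.055 ng/ul final) and streptavidin-XL665 (5 nM final). Compounds were titrated 92 nM to 58 uM; 60 min at room temperature.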
# A-T KAP1 phos = potential ataxia-telangiectasia treatments restoring KAP-1 phosphorylation; 320,000 tested, 0.19% active; AID 485349; […] A-T fibroblasts, KAP-1 phosphorylation AlphaLISA; neocarzinostatin DNA damage 30 min before lysis; Potency, µM (highest dose often 57.5 µM), for inactives: at the highest dose activation, usual class: activators; further: potency means the concentration at half of the fitted maximal effect; % of control where 0% means no effect; nearly all actives have a fitted effect of over 45% in size
#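 hTERT-immortalized A-T patient fibroblasts ([…]), 500 cells/well in OPTI-MEM, 1% FBS, got compounds for 60 min, then NCS for 30 min at 37C. Lysates were then assayed for phospho-KAP-1 by AlphaLISA (anti-pKAP1 donor, anti-KAP1 acceptor beads), 6 hr at 25C.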
# Integrin act MD = integrin-mediated muscular dystrophy alleviation activation. alpha7betagal myoblasts, beta-gal FDG fluorescence, 48 h. Potency, µM (titrated, usually from 38.3 µM), without a hit: top-dose activation, usual class: activators. 350,000 tested, 0.064% active. AID 624291;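 further: potency means the concentration at half of the fitted maximal effect; 100% = response of the positive control SU9516; nearly all actives have a fitted effect of over 60% in size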
#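 Alpha7betagal+/- myoblasts (passage 13) were plated 16-24 hr, then exposed to compounds (1:260 dilution of DMSO stock) for 48 hours at 37C. After MPER lysis, β-galactosidase reporter activity was read as FDG fluorescence (ex 480/em 540) after 30 minutes.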
# Menin-MLL TR inh = inhibitors of human menin-MLL interaction, mutant MLL peptide; O00255; Menin + Texas Red MLL mutant peptide, fluorescence polarization; Potency, µM (highest dose often 61.6 µM), for the others: at the top dose FP activity change, negative = inhibition, most hits filed as inhibitors; 270,000 tested, 0.23% active; AID 1768; active means well fitted inhibition curve with a large enough effect in the polarisation, with a control signal flat, not every such curve was filed as active; inconclusive means small, poorly fitted or top-dose-only effect, or effect the other way, or a change in a side signal; inactive means no such curve, though single readings can be large or run the other way; the % refers to the polarisation; further: potency means the concentration at half of the fitted maximal effect; % of control where 0% means no effect; many of its hits are not listed in these tables
# TSHR antagonist = blocks TSH signaling through the human TSH receptor. 330,000 tested, 0.2% active. AID 504810. TSHR-expressing cells, TSH-stimulated cAMP HTRF, 2 h; hits give low values. activity change, negative = inhibition, % at 11.5 µM. P16473;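 active means activity change below a set negative limit, meaning inhibition stronger than a set level, cut at about -70% in these data; inconclusive means activity change between two set negative limits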; further: on the % scale 0 is the no-effect control and ±100 the full control effect
# Target sequence (P16473 whole entry, looked up): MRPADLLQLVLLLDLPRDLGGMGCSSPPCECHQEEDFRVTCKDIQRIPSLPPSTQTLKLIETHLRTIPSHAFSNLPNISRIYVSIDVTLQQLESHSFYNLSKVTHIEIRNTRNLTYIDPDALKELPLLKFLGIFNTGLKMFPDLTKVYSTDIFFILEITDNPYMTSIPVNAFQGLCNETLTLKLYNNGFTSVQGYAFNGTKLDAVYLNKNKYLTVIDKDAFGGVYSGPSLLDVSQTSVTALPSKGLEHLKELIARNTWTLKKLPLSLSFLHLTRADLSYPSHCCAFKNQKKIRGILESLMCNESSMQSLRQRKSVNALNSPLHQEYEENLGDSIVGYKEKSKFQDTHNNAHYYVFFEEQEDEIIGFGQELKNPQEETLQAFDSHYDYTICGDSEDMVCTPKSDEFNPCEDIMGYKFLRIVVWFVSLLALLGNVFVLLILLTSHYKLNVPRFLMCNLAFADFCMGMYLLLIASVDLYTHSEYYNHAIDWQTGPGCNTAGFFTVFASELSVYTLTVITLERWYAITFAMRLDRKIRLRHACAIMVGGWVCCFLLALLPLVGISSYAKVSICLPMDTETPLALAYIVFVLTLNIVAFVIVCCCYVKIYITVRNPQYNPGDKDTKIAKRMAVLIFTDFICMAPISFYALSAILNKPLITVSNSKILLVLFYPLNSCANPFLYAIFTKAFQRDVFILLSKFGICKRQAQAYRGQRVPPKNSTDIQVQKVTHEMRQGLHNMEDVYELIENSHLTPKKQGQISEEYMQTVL
#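 Competitive HTRF cAMP read-out (cryptate anti-cAMP antibody, cAMP-d2; 30 min, room temperature) in freshly harvested TSHR cells. Compounds added before TSH at EC80 (4nM final), followed by 2 hours' incubation at 37 deg C.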
# PTAP TSG101 blk = blocks PTAP/TSG101 interaction to inhibit HIV-1 budding; Q99816; Fluorescence polarization, FITC-PTAP peptide / Tsg101 binding; 340,000 tested, under 10 active; Potency, µM (series often up to 115 µM), without a hit: at the top dose activity change, negative = inhibition, most hits filed as inhibitors; active means well fitted inhibition curve with a large enough effect in the main read-out, with a control signal flat, not every such curve was filed as active; inconclusive means small, poorly fitted or top-dose-only effect, or effect the other way, or a change in a side signal; inactive means no such curve, though single readings can be large or run the other way; further: potency means the concentration at half of the fitted maximal effect; % of control where 0% means no effect
#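 Fluorescence polarization binding of Tsg101 binding domain (10 uM final) to FITC-labeled PTAP peptide (50 nM final) in HEPES pH 7.5 buffer with NaCl, Tween 20, EDTA, TCEP. Compounds added before peptide; binding 20 min at RT.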
# Mito fusion act = mitochondrial division inhibition or fusion activation; S. cerevisiae fusion-defective mutant growth rescue, CellTiterGlo 48 h; Potency, µM (top dose mostly 46.1 µM), for inactives: top-dose growth rescue (activation), usual class: activators; 320,000 tested, 0.23% active; AID 485298;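 further: potency means the concentration at half of the fitted maximal effect; % of control where 0% means no effect; nearly all actives have a fitted effect of over 45% in size; temperature-sensitive fusion mutants such as fzo1-1 at 37 °C on non-fermentable ethanol glycerol medium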
#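 Compounds are tested for their ability to restore growth of mitochondrial fusion-defective yeast strains at non-permissive 37C in YPEG medium over 48 hours. Viability is quantified by luciferase luminescence.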
# CXXC DNA block = MLL CXXC-DNA interaction inhibition; Q03164; MLL-CXXC / FITC-HOXA9 DNA fluorescence polarization; Potency, µM (doses to about 115 µM), for inactives: at the top dose activity change, negative = inhibition, actives largely listed as inhibitors; 290,000 tested, 0.037% active; AID 2662; active means well fitted inhibition curve with a large enough effect in the polarisation, with a control signal flat, not every such curve was filed as active; inconclusive means small, poorly fitted or top-dose-only effect, or effect the other way, or a change in a side signal; inactive means no such curve, though single readings can be large or run the other way; the % refers to the polarisation; further: potency means the concentration at half of the fitted maximal effect
#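 Fluorescence polarization: 7 uM MLL-CXXC (stock) preincubated 5 min with compounds, then 50 nM fluorescein-HOX-A9 DNA (stock) added; 30 min ambient. Buffer 50 mM Tris-HCl pH 7.5, 50 mM NaCl, 1 mM DTT, 0.05% BSA.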
# Active calls of the source: *; ? = inconclusive; / = not tested or not shown; [ ] = remark or other dose. Unless noted, the call rests on the fitted dose curve; in most records, active means well fitted curve in the direction sought with a large enough effect; inconclusive means small, poorly fitted or top-dose-only effect, or another doubt; inactive means no such curve, though single readings can be large; an effect the other way counts as inactive or inconclusive. A portion of the library; rates above refer to the full screens.
SMILES,TCR activator,ASM inhibitor,MBNL1 CUG block,A-T KAP1 phos,Integrin act MD,Menin-MLL TR inh,TSHR antagonist,PTAP TSG101 blk,Mito fusion act,CXXC DNA block
CCOC(=O)[C@H]1[C@H]2COc3ccc(Cl)cc3[C@@H]2N2C(=O)c3cc(Br)ccc3NC(=O)[C@@]12C,-9%,0%,/,4%,-31%,/,-17,-4%,?,/
CCOCCCNC(=O)Cn1nc(Cc2ccncc2)c2ccccc2c1=O,-1%,7%,-2%,-11%,10%,-7%,-1,-3%,0%,-2%
COc1ccc(Br)cc1-c1noc(-c2ccccc2F)n1,2%,-2%,1%,-1%,0%,-15%,-7,0%,-6%,13%
CCCC(=O)N1CCN(S(=O)(=O)c2cc(Cl)ccc2OC)CC1,8%,3%,2%,11%,21%,-25%,-1,-8%,0%,-1%
CCSS(=O)(=O)c1cccc2cccnc12,8%,-2%,?,-31%,-38%,/,-14,-2%,1%,31%[activator]
COCCN(CCNC(=O)c1ccc(NC2=NC3CS(=O)(=O)CC3S2)cc1)Cc1ccco1 (stereo not drawn),-4%,1%,-15%,-2%,-2%,-3%,0,-1%,1%,7%
C=CCNc1nc(C(=O)OCC(=O)NCc2ccccc2OC)cs1,3%,2%,/,-1%,1%,/,-5,-1%,-2%,/
CC(=O)C[C@@H](O)CC(=O)[C@@H]1OC(=O)CC/C=C\Cc2ccccc21,3%,-6%,/,?,7%,/,-29,/,-3%,/
Cc1cc(C(=O)Nc2ncn(Cc3ccc(F)cc3)n2)ccc1[N+](=O)[O-],-4%,-1%,?,-3%,6%,/,5,0%,9%,4%
Cc1cccc(/C=C/c2onc(C)c2[N+](=O)[O-])n1,7%,1%,/,/,-46%[inhibitor],/,/,-2%,/,/
O=C(Cc1ccc([N+](=O)[O-])cc1)Nc1ccc(Br)cn1,4%,-2%,27%,-13%,1%,-24%,-6,-3%,-3%,-5%
O=C(c1ccc([N+](=O)[O-])s1)N1CCN(c2ccccn2)CC1,-4%,15%,?,7%,-56%[inhibitor],-4%,0,-2%,9%,0%
C=CC(=O)Nc1cccc(Oc2ccnc3[nH]ccc23)c1,5%,6%,/,/,-13%,/,/,-2%,/,/
CC(Sc1nnnn1C1CC1)C(=O)N1c2ccccc2NC(=O)C1(C)C (stereo not drawn),5%,4%,/,-7%,-10%,/,/,-9%,/,/
O=C(O)C(C(=O)Oc1ccccc1)C(C(=O)O)C(=O)Oc1ccccc1 (stereo not drawn),-2%,6%,/,-1%,16%,/,-1,0%,-1%,/
O=C(Cn1c(=O)[nH]c2ccccc2c1=O)N1CCN(c2cccc(Cl)c2)CC1,/,-4%,/,1%,-49%[inhibitor],-13%,3,-5%,-2%,16%
Cc1c(C(=O)OC(C)C)sc(NC(=O)c2cccnc2)c1C#N,-1%,0%,11%,0%,5%,?,-19,-6%,5%,-4%
CCOC(=O)c1cnc(SCc2cccc(C)c2)nc1N,4%,-5%,-3%,4%,-25%,-7%,-10,-10%,17%,-8%
Cc1ccc(-c2nc(N3CCN(C)CC3)c3ccccc3n2)cc1,-3%,-2%,2%,3%,-54%[inhibitor],-33%,-2,-3%,-23%,3%
CCCC(=O)NC(=S)Nc1ccc(NC(=O)C(C)C)c(OC)c1,-9%[46.1 µM],-1%,-10%,3%,5%,-15%,0,-8%,-5%,3%
O=C1COc2ccc(S(=O)(=O)N3CCc4ccccc43)cc2N1,4%,-2%,0%,9%,-28%,/,4,-1%,0%,3%
CC(C)(C)c1csc(NNC(=O)c2ccc(Cl)cc2)n1,4%,1%,0%,-17%,-26%,/,8,-5%,-5%,15%
O=C(C[C@@H]1C/C=C\C[C@@H](Cc2ccc(F)cc2)C(=O)OC[C@@H](Cc2c[nH]c3ccccc23)NC1=O)NCCO,1%,-5%,/,0%,17%,/,-3,-7%,/,/
Cn1c(SCC(=O)Nc2cccc(S(=O)(=O)NC3=NCCCCC3)c2)nnc1-c1ccccc1,1%,0%,-5%,-6%,7%,5%,-3,5%,5%,8%
CCCCNc1ccc(C(CC(N)=O)NC(=O)c2cc(C)cc(C)c2)cc1[N+](=O)[O-] (stereo not drawn),5%,2%,21%,8%,8%,-5%,3,-4%,0%,-2%
O=C(c1ccncc1)N1CCN(c2cccc(C(F)(F)F)c2)CC1,0%,2%,-20%,/,14%,3%,5,1%,-1%,6%
CCOc1ccc(C(C)NC(=S)NCc2ccc(F)cc2)cc1 (stereo not drawn),-4%,-3%,-12%,16%,16%,27%,5,-3%,-4%,?
CCOC(=O)C1=C(C)N(C)C(=O)NC1c1cccc(O)c1 (stereo not drawn),4%,7%,4%,3%,25%,3%,-1,-3%,-1%,-1%
O=C(Nc1ccccc1)Nc1cccc(Cl)c1Cl,2%[46.1 µM],-5%,-1%,10%,-19%,?,-4,-1%,?,6%
C[n+]1ccc(C(=O)N/N=C/c2ccco2)cc1,-11%[46.1 µM],5%,/,4%,13%,-12%,16,0%,-7%,8%
CC(C)Sc1nc2c(cnn2-c2ccc(F)cc2)c(=O)[nH]1,-3%,-3%,0%,-6%,26%,-3%,9,-3%,13%,7%
COCCNC(=O)c1ccc(Cl)c(S(=O)(=O)Nc2cccc(C)c2C)c1,-4%,3%,2%,0%,23%,/,27,/,3%,-3%
O=C(COc1cc(Cl)c(Cl)cc1Cl)NCCN1CCOCC1,-59%,6%,-8%,-2%,16%,29%,0,-4%,-2%,1%
CCCCn1nnc(NC(=O)c2ccc(-c3ccccc3[N+](=O)[O-])o2)n1,4%,4%,?,-2%,2%,3%,-10,0%,6%,-3%
O=C(CCCC(=O)NN=Cc1ccccc1Cl)NN=Cc1ccccc1Cl,-2%,-10%,/,/,-22%,/,/,-1%,/,/
COc1cc(CNCc2ccc(OC)cc2OC)cc(OC)c1,/,4%,3%,11%,0%,-17%,7,0%,-1%,4%
COc1cc(C(=O)OCC(=O)N2CCN(S(=O)(=O)c3ccc(C)cc3C)CC2)c([N+](=O)[O-])cc1OC,0%,-6%,/,/,-14%,/,/,2%,/,/
O=c1c2ccccc2nc2n1CCCN2,-5%,17%,2%,0%,-10%,3%,-4,-8%,?,6%
Cc1ccc(C(C)(C)NC(=O)C2CCC(=O)N(Cc3ccccc3F)C2)cc1 (stereo not drawn),6%,2%,0%,16%,-1%,/,6,1%,0%,-13%
O=C(CCNS(=O)(=O)c1ccc2c(c1)CCC(=O)N2)NCc1ccc2c(c1)OCO2,-2%,3%,-8%,-5%,-8%,-7%,-6,-1%,6%,12%
COc1ccc(C(=O)/C=C/C(=O)N(Cc2ccc(F)cc2)C(C(=O)NC2CCCCC2)c2ccncc2)c(O)c1 (stereo not drawn),3%[46.1 µM],-7%,/,-4%,0%,-4%,-1,-3%,?,-5%
C=CCn1c(CCNC(=O)C(C)(C)C)nc2ccccc21,-2%,-1%,-25%,6%,11%,20%,-1,-11%,-1%,-3%
CCOC(=O)c1sc(Nc2ccccc2)nc1C,5%,-2%,14%,-2%,-13%,1%,-11,-1%,6%,8%
COc1cc2c(cc1OC)C(c1cccc(Br)c1)NC(=O)C2 (stereo not drawn),8%,-3%,4%,-9%,?,5%,5,0%,1%,34%[activator]
Cc1ccc(CC2(c3ccccc3)NC(=O)NC2=O)cc1 (stereo not drawn),11%,0%,/,/,-14%,/,/,-1%,/,/
O=C1CSC(c2ccccn2)N1c1ccc(F)cc1F (stereo not drawn),-1%,0%,0%,-4%,-18%,0%,0,0%,-1%,4%
CCOc1ccc(CN(C)CC(=O)NCc2ccc(F)cc2)cc1,-6%,4%,3%,-10%,10%,?,5,1%,-5%,?
COC(=O)c1[nH]nc2c1C(=O)N(Cc1ccccc1)C2=O,3%,-1%,-8%,1%,-15%,-5%,-23,0%,-1%,4%
CNc1ccc(/C=C/C(=O)c2ccc(C)cc2)cc1[N+](=O)[O-],3%[46.1 µM],-15%,27%,7%,1%,1%,-4,-2%,10%,-5%
CC1CC(C)CN(S(=O)(=O)c2cc3c4c(c2)CCN4C(=O)CC3)C1 (stereo not drawn),5%,-2%,/,-5%,-5%,/,5,-1%,0%,/
C=CCN1C(=O)C(Cc2ccccc2)SC1=Nc1ccc(C(=O)O)cc1 (stereo not drawn),-1%[46.1 µM],3%,-17%,-1%,-8%,-5%,0,-4%,0%,0%
COc1cc(C(CCN2CCOCC2)c2c(OC)cc(OC)c3c(C)cc(=O)oc23)cc(OC)c1OC (stereo not drawn),10%,2%,3%,-3%,-8%,-22%,-3,-8%,2%,0%

# Screens deposited in PubChem by National Center for Advancing Translational Sciences (NCATS).
